Tau fil binding = qHTS Assay for Tau Filament Binding | Microtubule-associated protein tau (Homo sapiens), P10636 | recombinant tau filaments, thioflavin S fluorescence, 15 h; filaments grown with octadecylsulfate alongside compound | Potency, µM (series often up to 57.1 µM), inactives show at the highest dose activity change, negative = inhibition | 71,000 compounds, 2% hits;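 note: potency is the fitted concentration of half-maximal effect; % is set by controls: 0 for no effect and ±100 for the full control effect; actives lower thioflavin S fluorescence by blocking filaments or displacing dye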
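Read-out: ThS fluorescence, 450 nm excitation/510 nm emission; lower signal marks blocked filament formation or displaced dye. Tau at 1 uM with 30 uM ODS, 10 uM ThS, 5 mM DTT, 100 mM NaCl, 10 mM HEPES pH 7.4; 15 h, 37 C.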
ERK AVP block = qHTS Assay for Inhibitors of the ERK Signaling Pathway using a Homogeneous Screening Assay; HEK293-V1b, vasopressin-stimulated pERK AlphaScreen; Potency, µM (top dose mostly 57.5 µM), inactives show at the highest dose activity, negative = inhibition, actives largely listed as inhibitors; 72,000 compounds, 0.99% hits; AID 995, 2007; note: potency is the fitted concentration of half-maximal effect; % is set by controls: 0 for no effect and ±100 for the full control effect; nearly all actives have a fitted effect of over 55% in size
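HEK293 cells stably expressing V1b receptor, seeded overnight in 1% FBS, were treated with compounds for 30 min at 37C, then stimulated 5 min with 25 nM vasopressin; phospho-ERK read by AlphaScreen SureFire after lysis.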
Casp1 inh = qHTS Assay for Allosteric/Competitive Inhibitors of Caspase-1; P29466; Caspase-1 enzyme, Ac-WEHD-AFC fluorogenic rate; Potency, µM (highest dose often 57.5 µM), inactives show at the top dose activity change, negative = inhibition, hits mostly inhibitors; 75,000 compounds, 0.03% hits;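 note: potency is the fitted concentration of half-maximal effect; plate controls were vehicle for no effect and no substrate for full effect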
Target sequence (P29466 120-297 limits assumed): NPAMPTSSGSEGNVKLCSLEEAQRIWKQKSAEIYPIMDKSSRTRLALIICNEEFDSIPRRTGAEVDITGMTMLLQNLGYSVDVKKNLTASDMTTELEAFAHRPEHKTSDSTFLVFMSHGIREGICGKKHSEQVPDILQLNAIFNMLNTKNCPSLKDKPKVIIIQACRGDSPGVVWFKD
Target sequence (P29466 317-404 limits assumed): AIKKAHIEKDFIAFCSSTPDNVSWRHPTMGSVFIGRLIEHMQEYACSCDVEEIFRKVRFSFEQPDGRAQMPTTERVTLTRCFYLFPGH
USP2a inhib = qHTS Assay for Inhibitors of Ubiquitin-specific Protease USP2a | Ubiquitin carboxyl-terminal hydrolase 2 (Homo sapiens), O75604 | 60,000 compounds, 0.1% hits | USP2a enzymatic assay, qHTS inhibition | Potency, µM (doses to about 38.3 µM), inactives show top-dose activity change, negative = inhibition, most hits filed as inhibitors;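 note: potency is the fitted concentration of half-maximal effect; nearly all actives have a fitted effect of over 60% in size; plate controls were DMSO for no effect and NEM full inhibition control for full effect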
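Coupled readout: USP2-cleaved Ub-PLA2 (20nM final) turns over NBD C6-HPC (20uM final), Ex 460nm/Em 535nm after 2.5 h, time-zero read flagging artifacts. Enzyme (20nM final, pH 8.0 Tris) given 30 min RT with compound first; NEM defines full inhibition.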
BRCT inh red = qHTS Assay for Inhibitors of BRCT-Phosphoprotein Interaction (Red Fluorophore); BRCT-phosphopeptide binding, red fluorescence polarization; Potency, µM (titrated, usually from 76.9 µM), for inactives: top-dose activity change, negative = inhibition, usual class: inhibitors; 75,000 compounds, 0.03% hits; AID 892, 2007; Breast cancer type 1 susceptibility protein (Homo sapiens), P38398; note: % is set by controls: 0 for no effect and ±100 for the full control effect
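Fluorescence polarization: 100 nM His-tagged BRCA1 BRCT with 100 nM TAMRA-labelled phospho-BACH1 decapeptide, phosphate buffer pH 7.3 with 150 mM NaCl, DTT, 0.01% Tween 20; 12 min RT. Binding inhibition seen as FP decrease.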
Caspase-7 inhib = qHTS Assay for Allosteric/Competitive Inhibitors of Caspase-7. recombinant caspase-7, Ac-DEVD-AFC fluorescence rate. P55210. Potency, µM (titrated, usually from 57.5 µM), without a hit: at the highest dose activity change, negative = inhibition, usual class: inhibitors. 75,000 compounds, 0.02% hits; active = well fitted inhibition curve with a large enough effect in the main read-out, with a control signal flat, not every such curve was filed as active; inconclusive = small, poorly fitted or top-dose-only effect, or a change in a side signal; note: potency is the fitted concentration of half-maximal effect; % of control where 0% means no effect
Target sequence (P55210 24-198 limits assumed): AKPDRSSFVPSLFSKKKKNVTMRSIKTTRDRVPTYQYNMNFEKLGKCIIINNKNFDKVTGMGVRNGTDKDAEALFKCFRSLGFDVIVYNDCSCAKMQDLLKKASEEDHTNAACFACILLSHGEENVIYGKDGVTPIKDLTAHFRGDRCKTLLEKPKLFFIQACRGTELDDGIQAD
Target sequence (P55210 207-303 limits assumed): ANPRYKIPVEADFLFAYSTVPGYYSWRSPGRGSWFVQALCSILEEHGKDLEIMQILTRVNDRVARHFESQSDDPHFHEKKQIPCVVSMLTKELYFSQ
CRE-bla Fsk = Cell signaling CRE-BLA (Fsk stim); Potency, µM (titrated, usually from 38.2 µM), without a hit: top-dose activity change, negative = inhibition, most hits filed as activators; CHO CRE-bla reporter (cAMP response element driving beta-lactamase), forskolin EC10, beta-lactamase ratio; 71,000 compounds, 2.5% hits; active = well fitted activation curve with a large enough effect in the signal ratio, with a control signal flat, not every such curve was filed as active; inconclusive = small, poorly fitted or top-dose-only effect, or effect the other way, or a change in a side signal; the % refers to the signal ratio; note: potency is the fitted concentration of half-maximal effect; % of control where 0% means no effect
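Forskolin analogue NKH 477 at EC10 stimulated CRE-driven beta-lactamase in CHO cells alongside compound dilution series. Beta-lactamase was measured with CCF4, excitation 405 nm, emission ratio 460/530 nm.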
BRCT PPI green = qHTS Assay for Inhibitors of BRCT-Phosphoprotein Interaction (Green Fluorophore); Potency, µM (doses to about 76.9 µM), for inactives: at the highest dose activity change, negative = inhibition, usual class: inhibitors; 75,000 compounds, 0.05% hits; Breast cancer type 1 susceptibility protein (Homo sapiens), P38398; BRCA1 BRCT-phosphopeptide binding, green fluorescence polarization;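 note: potency is the fitted concentration of half-maximal effect; plate controls were peptide without protein for full effect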
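Fluorescence polarization: His-tagged BRCT (~35 kDa BRCA1 C-terminus, 250 nM) bound to 100 nM fluorescein-labeled phosphorylated 10-aa BACH1 peptide, pH 7.3 phosphate buffer with DTT and Tween 20. Compounds incubated 12 min at room temperature; inhibition read as lowered polarization.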
A350 autofl = qHTS Assay for Spectroscopic Profiling in A350 Spectral Region; Compound autofluorescence, 340/450 nm, Alexa 350 dye-equivalents; hits give high values; max dye-equivalent concentration, M; 59,000 compounds, 11% hits; AID 590, 2007; in the data active = max dye-equivalent concentration above about 10 nM; inconclusive = mostly about 1.1 nM to 9.6 nM
FLuc inh = qHTS Assay for Inhibitors of Firefly Luciferase | Luciferin 4-monooxygenase (Photinus pyralis), P08659 | purified firefly luciferase, luminescence, 8 min | Potency, µM (doses to about 57.1 µM), without a hit: at the top dose activity change, negative = inhibition, actives largely listed as inhibitors | 72,000 compounds, 2.2% hits | AID 411, 2009; note: potency is the fitted concentration of half-maximal effect; % is set by controls: 0 for no effect and ±100 for the full control effect; nearly all actives have a fitted effect of over 40% in size
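Luminescence read-out after 8 min at room temperature; enzyme reaction used luciferin plus 10 uM ATP (linear range) in imidazole buffer pH 7.2 with KCl, MgCl2, Tween 20 and BSA. Each sample was run as a titration.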
HEK293 cAMP ctrl = qHTS Assay for Agonists of the Thyroid Stimulating Hormone Receptor: Activators of Intracellular cAMP Concentrations in Parental HEK 293 | parental HEK293 CNG cAMP sensor, membrane potential fluorescence | Potency, µM (doses to about 57.1 µM), for the others: at the top dose activation, hits mostly activators | 73,000 compounds, 2.5% hits | AID 938, 2007; note: potency is the fitted concentration of half-maximal effect; % of control where 0% means no effect; nearly all actives have a fitted effect of over 55% in size
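Counterscreen for endogenous-receptor signalling: CNG-channel HEK 293 cells report cAMP rise by membrane depolarization. After 60 min dye equilibration with 100 uM RO 20-1724, compounds incubated 30 min before bottom-read fluorescence at 590 nm.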
The depositor's hits bear a star; i = inactive; ? = inconclusive; . = not tested or not shown; & = joins results of further samples; [ ] = another dose, or the depositor's remark. Unless noted, calls come from the whole dose curve; as a rule, active = well fitted curve in the direction sought with a large enough effect; inconclusive = small, poorly fitted or top-dose-only effect, or another doubt; inactive = no such curve, though single readings can be large; an effect the other way counts as inactive or inconclusive. Rows were taken by chance, and some 16% of all compounds hit somewhere here.

Compound,ERK AVP block,BRCT PPI green,Casp1 inh,CRE-bla Fsk,BRCT inh red,HEK293 cAMP ctrl,Caspase-7 inhib,FLuc inh,USP2a inhib,Tau fil binding,A350 autofl
Cc1ccc2cc(CN(C(=O)C3CCCO3)C3CCCCC3)c(=O)[nH]c2c1 (stereo unspecified),-16%,-0.2%,0%,22%,-0.3%,7%,0%,3%,31%[activator],-5%,i
C=CCn1c(SCc2cc(=O)n3ccsc3n2)nc2scc(C3CC3)c2c1=O,?,7.1%,-1%,1.6µM*,2.0%,?,-5%,2%,49%[activator],45%,i
Cc1ccc2c(CC(=O)O)coc2c1C,1%,-2.0%,-2%,-3%,-0.6%,23%,2%,2%,-2%,4%,i
Cc1nn(CC(=O)N(C)C)c(=O)c2ccccc12,3%,-1.9%,-10%,-2%,-1.8%,0%,0%,-1%,3%,1%,i
CC(=O)OC/C=C(C)/C=C/C=C(C)/C=C/C1=C(C)CCCC1(C)C,3%,-1.9%[3.08 µM],3%,-4%,-2.1%,?,-5%,.,7%,-1%,.
CC(C)(C)OC(=O)NCCCCCc1nnc(SCC(=O)Nc2cccc(Cl)c2)o1,25µM*,-0.5%,-1%,?,0.1%,?,-2%,-4%,11%,0%,i
Fc1ccc(-c2nnc(CN3CCC(c4nc5ccccc5s4)CC3)o2)cc1,-2%,-3.0%,1%,?,0.1%,?,-1%,0%,23%,60%,i
O=S(=O)(NC1CCCCC1)c1ccc(S(=O)(=O)N2CCN3CCCC3C2)cc1 (stereo unspecified),-9%,-2.1%,1%,?,0.1%,8%,3%,0%,13%,-9%,i
CCC(=O)NCCc1cc2ccc(C)c(C)c2[nH]c1=O,.,-1.2%,-4%,9%,-0.9%,-5%,1%,-1%,.,0%,.
O=C(Nc1ccc(S(=O)(=O)N2CCOCC2)cc1)c1cccs1,9%,2.1%,2%,4%,-0.3%,?,1%,1%,1%,-9%,i
Clc1ccc(OCCn2ccnc2)c2ccccc12,-17%,-0.7%,-1%,19%,-0.2%,9%,2%,1%,9%,14%,i
Cc1ccc(Cl)cc1N,-3%,-0.7%,-3%,-10%,-1.4%,8%,-1%,.,.,8%,.
O=C(O)C(Cc1ccccc1-c1ccccc1)C(=O)O,19%[11.5 µM],-2.4%[15.4 µM],1%[11.5 µM],-15%[7.6 µM],-0.2%[15.4 µM],16%[11.4 µM],2%[11.5 µM],2%[11.4 µM],.,4%[11.4 µM],i
CCN1CCN(CC(O)COCc2ccccc2)CC1 (stereo unspecified),-1%,1.2%,5%,-1%,-1.8%,-11%,-3%,5%,-8%,8%,?
O=C(Nc1ccc2c(c1)OCCO2)C1CCN(C(=O)c2ccc(F)cc2)CC1,1%,4.7%,1%,-3%,-1.1%,20%,-1%,-10%,7%,-6%,.
CC1=C(C(=O)OC2CCCCC2)C(c2ccc(C)o2)C2=C(CC(C)(C)CC2=O)N1 (stereo unspecified),-7%,-0.5%,-7%,10%,-0.5%,?,-6%,1%,7%,-3%,5.1e-08M*
CCc1cccc(NC(=O)CN(C)S(=O)(=O)c2cccc3nsnc23)c1,17%,7.0%,3%,?,-0.5%,-3%,0%,-4%,8%,-21%,i
COc1ccc(C2(C(=O)NCCN3CCOCC3)CCOCC2)cc1,-14%,-2.4%,-2%,-11%,0.5%,3%,0%,-1%,2%,14%,i
CSC1=C(C#N)C(c2ccccc2C)C(C#N)=C(N)N1 (stereo unspecified),-8%,1.9%,-3%,?,-0.3%,16%,-3%,-9%,-20%,-6%,?
Nc1nc(SCC(=O)NCc2ccco2)[nH]c(=O)c1-c1ccccc1,-14%,-1.5%,0%,-3%,1.7%,2%,0%,-2%,-3%,-6%,i
Cc1cccc(OCCC(=O)NCC(c2ccccc2)N(C)C)c1 (stereo unspecified),-3%,-0.8%,-1%,1%,0.7%,12%,-2%,1%,2%,-11%,i
O=C(O)c1cc2cc(Cl)ccc2[nH]1,10%,-1.1%,2%,.,0.6%,.,-1%,.,-7%,.,.
CCOC(=O)c1cnc2c(C#N)c(C)nn2c1C,-19%,-0.2%,-1%,22%,-1.4%,8%,1%,2%,4%,-4%,?
CN(C)C(=O)[C@]1(C)C[C@H]1[C@H](NC(=O)CNC(=O)[C@@H]1CCCN1C(=O)[C@]1(C)C[C@H]1[C@H](NC(=O)OCc1ccccc1)c1ccccc1)c1ccccc1,15%,-1.1%,-2%,-13%,0.6%,22%,-3%,.,.,20%,.
COCCNC(=O)Cn1cnc2c1c(=O)n(C)c(=O)n2C,0%,-1.2%,-1%,?,-2.0%,0%[11.4 µM],-3%,2%,2%[7.66 µM],-14%[11.4 µM],.

(next part)
Compound,ERK AVP block,BRCT PPI green,Casp1 inh,CRE-bla Fsk,BRCT inh red,HEK293 cAMP ctrl,Caspase-7 inhib,FLuc inh,USP2a inhib,Tau fil binding,A350 autofl
CN1CCC[C@@H](CC2c3ccccc3Sc3ccccc32)C1,22%[25.7 µM],0.1%[34.4 µM],-5%[25.7 µM],-8%[17.1 µM],0.5%[34.4 µM],?,-1%[25.7 µM],-3%[25.5 µM],5%[17.1 µM],-16%[25.6 µM],i
C[C@@H](/C=C\c1cccc(Oc2ccc(F)cc2)c1)N(O)C(N)=O,?,-1.4%,3%,?,-4.6%,15%&-5%,-6%,-2%&-1%,4%,?,i
COc1cc2nc(SCC(=O)NCCc3ccccc3)n(Cc3ccco3)c(=O)c2cc1OC,-24%,-1.1%,-1%,?,0.5%,15%,-2%,0%,23%,282%,i
CCOC(=O)N1CCN(C(=O)Cc2ccc(-n3c(=S)[nH]c4ccccc4c3=O)cc2)CC1,-5%,-0.3%,0%,?,1.2%,2%,1%,0%,16%,-21%,i
CSc1ccc(S(=O)(=O)Nc2c(C)cccc2C)cc1,13%,-4.1%,-2%,-7%,-3.7%,?,0%,0%,-4%,-7%,i
Cc1cc(=O)[nH]c(Cc2ccc(OC(C)C)cc2)n1,35%[activator],1.1%,1%,-1%,0.9%,10%,-3%,-2%,-1%,-5%,.
OCCCN1c2ccccc2Nc2nnc(-c3ccccc3)cc21,-27%,0.3%,2%,?,-4.3%,-9%,-2%,4µM*,13%,-5%,1.1e-07M*
O=C(COc1cc(Cl)c(Cl)cc1Cl)Nc1ccncc1,?,-0.5%,1%,3%,-0.4%,19%,1%,1%,1%,47%,?
Cc1ccc(C(=O)OCC(=O)Nc2ccc3c(c2)OCO3)o1,-5%,1.1%,1%,-18%,1.2%,15%,-1%,-2%,10%,-21%,?
CC(C)c1nc(SCC(=O)Nc2cccc(C(F)(F)F)c2)c2c(=O)n(C)c(=O)n(C)c2n1,.,-2.9%,-7%,3.2µM*,1.6%,-1%,-3%,1%,.,206%,.
CCCn1c(/N=C/c2cc(OC)ccc2O)nc2ccccc21,-9%,-3.3%,-2%,-11%,-0.1%,-4%,-4%,-1%,-19%,-14%,?
CC(C)c1ccccc1NC(=O)c1ccco1,1%,-1.5%,-12%,-5%,-0.1%,13%,-11%,-1%,0%,-2%,?
CCn1nc(C(=O)N2CCc3ccccc3C2)c2ccccc2c1=O,-12%,0.2%,1%,?,0.9%,-9%,-2%,2%,-3%,-2%,?
COc1cc(OC)c(C2Oc3nc(SC)nnc3-c3ccccc3N2C(C)=O)cc1OC (stereo unspecified),?,-9.8%,2%,11%,-1.8%,-4%,-3%,1%,.,-21%,.
CCn1ncc(C2=NOC(C(=O)N3CCC(C(N)=O)CC3)C2)c1C (stereo unspecified),.,-1.7%,-4%,.,-0.6%,7%,0%,.,.,.,.
CCOC(=O)c1c(C)n(CC(O)c2ccccc2)c2ccc(O)cc12 (stereo unspecified),?,-0.6%,-1%,18%,0.0%,-2%,1%,-1%,6%,-14%,i
CCOC(=O)Cc1cc(=O)[nH]c(Nc2nc3ccccc3o2)n1,.,0.0%,-2%,.,-0.4%,11%,-1%,.,.,.,.

Assay outcomes: PubChem BioAssay, National Center for Advancing Translational Sciences (NCATS)
